Nrf2 ARE act = qHTS of Nrf2 Activators. AREc32 ARE-luciferase reporter (MCF7-derived line), luminescence, 24 h. actives 0.31% (n = 410,000). AID 624171, 2012. Potency, µM (titrated, usually from 46.1 µM), for inactives: top-dose activation, most hits filed as activators; also: potency is read from the fitted curve at half-maximal effect; % of control where 0% means no effect; nearly all actives have a fitted effect of over 65% in size
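ARE-driven firefly luciferase activity in AREc32 cells measured after a 24 hr compound exposure at 37 deg C, using Steady-Glo reagent and a 30 min room-temperature hold.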
TGFb inhibitor = qHTS for Inhibitors of TGF-b | HepG2 CAGA-GFP TGF-b/SMAD3 reporter, GFP fluorescence, 18 h; TGF-beta stimulated, 500 pg/mL final | Potency, µM (top dose mostly 46.1 µM), inactives show top-dose activity, negative = inhibition, most hits filed as inhibitors | actives 1.2% (n = 410,000) | AID 588855, 2011; also: potency is read from the fitted curve at half-maximal effect; % is scaled to controls: 0 for no effect and ±100 for the full control effect; nearly all actives have a fitted effect of over 65% in size
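Using HEPG2 CAGA-GFP reporter cells at 1000 cells/well, we pinned test compounds, stimulated with recombinant TGF-beta (500 pg/mL final) and measured total well GFP after 18 h.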
Nrf2 inh = Nrf2 qHTS screen for inhibitors; A549 ARE-Fluc reporter, luciferase luminescence, 18-24 h; Potency, µM (doses to about 46 µM), for the others: top-dose activity change, negative = inhibition, usual class: inhibitors; actives 2.1% (n = 360,000); AID 504444, 2011; also: potency is read from the fitted curve at half-maximal effect; % is scaled to controls: 0 for no effect and ±100 for the full control effect; nearly all actives have a fitted effect of over 60% in size
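A549 ARE_Fluc cells (5000/well, 5% FBS OPTI-MEM) pre-incubated 2 h, then treated with compounds 18-24 h at 37C/5% CO2 in concentration-response. CellTiter-Fluor viability read first; BugLite luciferase luminescence after 15 min at room temperature gives Nrf2 activity.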
Abeta yeast res = qHTS for compounds that reverse cellular toxicity of Amyloid beta (A-beta) peptide in yeast: Primary Screen; Potency, µM (titrated, usually from 46.1 µM), without a hit: at the top dose growth rescue, actives largely listed as activators; yeast expressing A-beta42, growth rescue, OD600, 48 h; response scale: 0% DMSO, 100% iron-clioquinol control; actives 0.063% (n = 410,000); also: potency is read from the fitted curve at half-maximal effect; nearly all actives have a fitted effect of over 55% in size
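Yeast A-beta toxicity model in growth medium with pinned compounds, 48 h at 30 C; growth read as absorbance at 600 nm. Normalized to FeCl3/clioquinol equimolar mix (positive) and DMSO (negative).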
A549 viability = Nrf2 qHTS screen for inhibitors: counterscreen for cytotoxicity | A549 ARE-Fluc cells, CellTiter-Fluor viability, 18-24 h | Potency, µM (titrated, usually from 46 µM), inactives show at the top dose activity change, negative = cytotoxicity, hits mostly inhibitors | actives 0.16% (n = 390,000) | AID 504648, 2011; also: potency is read from the fitted curve at half-maximal effect; % is scaled to controls: 0 for no effect and ±100 for the full control effect
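A549 ARE-Fluc cells in 5% FBS OPTI-MEM, 5000 cells/well, rested 2 h then exposed to compounds in concentration-response for 18-24 h at 37 °C. Viability by CellTiter-Fluor fluorescence (Ex 405/Em 525) after 30 min; luciferase luminescence (BugLite, 15 min, RT) read afterwards.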
CCT chaperon mod = High-Throughput Screening for Modulators of Cytosolic Chaperonin Activity. actives 0.3% (n = 360,000). AID 651819, 2012. purified chaperonin ATPase assay, HTRF ADP detection, 30 min. activity change, % (no concentration beside the values), hits read low; in the data active = activity change below about -30%; also: % is scaled to controls: 0 for no effect and ±100 for the full control effect
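We incubate TRiC, 40 or 20 nM final, with library compounds at 76 uM and 10 uM ATP for 30 min at 37 °C. ADP formed is detected with Transcreener HTRF reagents after 30 min at room temperature.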
MmCpn inh = Inhibitors of TCP-1 ring complex (TRiC) of Methanococcus maripaludis (MmCpn): qHTS. AID 504842, 2011. Potency, µM (titrated, usually from 76.9 µM), for the others: top-dose activity, negative = inhibition, most hits filed as inhibitors. actives 0.031% (n = 330,000). Chaperonin Mm-Cpn (Methanococcus maripaludis). purified Mm-Cpn ATPase, ADP Transcreener TR-FRET; also: potency is read from the fitted curve at half-maximal effect; % is scaled to controls: 0 for no effect and ±100 for the full control effect; nearly all actives have a fitted effect of over 80% in size
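Compound-treated chaperonin, 25 nM final, turns over 10 uM ATP at 37°C for 30 min following a 10 min preincubation; ADP generated competes with ADP-d2 for Eu-cryptate antibody, lowering FRET.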
Akt phos inh = HTS Assay for Inhibitors of Akt Phophorylation: Primary Screen; Neuro2A IGF-stimulated pAkt S473 HTRF, 20 min; active compounds read low; activity change, % for hits at 50 µM; actives 0.32% (n = 360,000); in the data active = activity change below about -80%; inconclusive = mostly about -51% to -80%; also: % is scaled to controls: 0 for no effect and ±100 for the full control effect
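Neuro2A cells (4,500/well, DMEM with 0.5% FBS) were treated with compound at a single 50 µM final concentration, stimulated with 6 nM IGF for 20 min at 37 °C, and lysed. Phospho-Akt Ser473 was read by HTRF as 665/615 ratio ×10^4.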
HepG2 viability = qHTS for Inhibitors of TGF-b: Cytotox Counterscreen; HepG2 CAGA-GFP viability, ATP luminescence, 18 h; Potency, µM (series often up to 46.1 µM), for the others: top-dose activity change, negative = cytotoxicity, most hits filed as cytotoxic; actives 0.76% (n = 410,000); AID 588856, 2011; also: potency is read from the fitted curve at half-maximal effect; some results filed as inactive show a strong effect at the top dose
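CellTiter-Glo luminescence gave cytotoxicity after 18 hours at 37 degrees C. The cells were HepG2 CAGA-GFP in 1% FBS DMEM, stimulated with 500 pg/mL TGF-beta after compound addition. %Activity was normalised to no-cell wells (complete cell-killing) and DMSO (no toxicity), and curves were fitted and classified.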
Active calls of the source: *; i = inactive; ? = inconclusive; · = not tested or not shown. Unless noted, calls follow the shape of the dose curve; as a rule, active = well fitted curve in the direction sought with a large enough effect; inconclusive = small, poorly fitted or top-dose-only effect, or another doubt; inactive = no such curve, though single readings can be large; an effect the other way counts as inactive or inconclusive.

#1 CCCCCC(=O)N/N=C(\C)c1ccc(NC(=O)c2ccco2)cc1
#2 CC1CN(S(=O)(=O)c2cccc(C(=O)NCCC3=CCCCC3)c2)CC(C)O1 (stereo not given)
#3 COc1ccc(Cl)cc1NC(=O)c1c(NCc2cccnc2)sc2c1CCC(C)C2 (stereo not given)
#4 CC(=O)Nc1cccc(NC(=O)C2(c3cccs3)CCOCC2)c1
#5 CCN(CC)S(=O)(=O)c1ccc(N2CCN(C)CC2)c(NC(=O)CSCC(=O)Nc2cccc(C)c2)c1
#6 COC(=O)c1cccc(N2C(=O)c3ccccc3S2(=O)=O)c1
#7 Cc1cc(=O)oc2c3c(cc(OCC(=O)NCC4CCC(C(=O)O)CC4)c12)OC(C)(C)CC3 (stereo not given)
#8 CS(=O)(=O)N1CCC(C(=O)N2CCN(c3ccccc3F)CC2)CC1

assay / compound | 1 | 2 | 3 | 4 | 5 | 6 | 7 | 8
Nrf2 ARE act | -0.2% | 0.2% | ? | -1.0% | 2.5% | 0.5% | -0.1% | 0.1%
TGFb inhibitor | -12% | ? | 8.9µM* | -28% | -17% | -4% | 7% | ?
Nrf2 inh | 10% | ? | · | · | -26% | 30% | 6% | 5%
Abeta yeast res | -14% | -10% | -2% | -3% | 5% | 10% | -4% | -6%
A549 viability | -14% | -5% | -2% | -7% | -18% | -6% | -5% | -2%
CCT chaperon mod | -2.9 | 0.2 | · | · | 0.0 | 1.9 | 1.0 | -1.0
MmCpn inh | 0% | 1% | · | · | -1% | 0% | -3% | 1%
Akt phos inh | i | i | · | · | i | i | i | i
HepG2 viability | -18% | -5% | 10µM* | -16% | -11% | 4% | 0% | -4%

#9 Cc1cnc(C(=O)OCC(=O)Nc2ccc(C)c(S(=O)(=O)N3CCOCC3)c2)cn1
#10 CNS(=O)(=O)c1cccc(C(=O)OCc2cc(=O)n3cc(Br)ccc3n2)c1
#11 COc1ccc(OCc2cc(=O)[nH]c3ccccc23)cc1
#12 CCOc1ccccc1N1CCN(C(=O)C2c3ccccc3Oc3ccccc32)CC1
#13 COc1cc(OC)c(C(=O)O/N=C(\N)c2ccccc2)cc1OC
#14 CCOC(=O)C(C)Sc1nc(=O)n2ccccc2n1 (stereo not given)
#15 O=C(c1ccco1)N1CCN(C(=O)c2sccc2-c2ccccc2)CC1
#16 O=C(O)c1ccccc1NS(=O)(=O)c1ccc2c3c(cccc13)C(=O)N2

assay / compound | 9 | 10 | 11 | 12 | 13 | 14 | 15 | 16
Nrf2 ARE act | -0.6% | 3.7% | 2.1% | 0.1% | 14% | -0.4% | -0.3% | -0.8%
TGFb inhibitor | ? | 2% | -4% | ? | 0% | 7% | 2% | 4%
Nrf2 inh | 0% | 0% | -28% | ? | 2% | 15% | -15% | 3%
Abeta yeast res | 6% | -2% | 0% | -12% | -7% | -17% | 25% | 2%
A549 viability | -4% | 2% | -1% | ? | -17% | 5% | -10% | -18%
CCT chaperon mod | -0.3 | -1.6 | -0.9 | -3.2 | -2.4 | -3.3 | 0.4 | -3.4
MmCpn inh | 1% | -7% | -3% | -2% | 1% | 1% | -4% | 1%
Akt phos inh | i | i | i | i | i | i | i | i
HepG2 viability | 15% | 1% | -11% | 3% | -16% | 0% | 2% | 2%

#17 Cc1cc(C)cc(NC(=O)C(c2ccccc2)N2CCN(CC(=O)N3CCCC3)CC2)c1 (stereo not given)
#18 COC(=O)CSc1nc2sc3c(c2c(=O)n1-c1ccc(C)cc1)CC(C(C)C)OC3 (stereo not given)
#19 COCCn1c(SCC(=O)Nc2ccc(F)cc2F)nc2c([nH]c3ccccc32)c1=O
#20 COc1ccccc1NC(=O)c1cc2ccccc2nc1C
#21 O=C(O)c1cc2nc(C3CC3)cc(C(F)(F)F)n2n1
#22 Cc1ccc(N(CC(=O)N2CCN(c3cc(Cl)ccc3C)CC2)S(=O)(=O)c2c(C)noc2C)cc1

assay / compound | 17 | 18 | 19 | 20 | 21 | 22
Nrf2 ARE act | 0.5% | -1.6% | 4.8% | 23% | 0.0% | -0.5%
TGFb inhibitor | -17% | -4% | 4% | 4% | 5% | ?
Nrf2 inh | 8% | 5% | -8% | -1% | 0% | -29%
Abeta yeast res | 7% | -8% | 20% | 16% | -18% | 10%
A549 viability | 1% | 3% | 4% | 13% | -1% | -8%
CCT chaperon mod | -0.3 | · | -0.2 | 2.3 | 0.9 | ·
MmCpn inh | 2% | · | 1% | 2% | 0% | ·
Akt phos inh | i | · | i | i | i | ·
HepG2 viability | -3% | -13% | -27% | -2% | 8% | -44%

Some of the entries above, reformatted:
Below each compound: Nrf2 ARE act | TGFb inhibitor | Nrf2 inh | Abeta yeast res | A549 viability | CCT chaperon mod | MmCpn inh | Akt phos inh | HepG2 viability
#19 COCCn1c(SCC(=O)Nc2ccc(F)cc2F)nc2c([nH]c3ccccc32)c1=O
    4.8% | 4% | -8% | 20% | 4% | -0.2 | 1% | i | -27%
#20 COc1ccccc1NC(=O)c1cc2ccccc2nc1C
    23% | 4% | -1% | 16% | 13% | 2.3 | 2% | i | -2%
#21 O=C(O)c1cc2nc(C3CC3)cc(C(F)(F)F)n2n1
    0.0% | 5% | 0% | -18% | -1% | 0.9 | 0% | i | 8%
#22 Cc1ccc(N(CC(=O)N2CCN(c3cc(Cl)ccc3C)CC2)S(=O)(=O)c2c(C)noc2C)cc1
    -0.5% | ? | -29% | 10% | -8% | · | · | · | -44%
